# TDP1 cell noCPT: qHTS for Inhibitors of human tyrosyl-DNA phosphodiesterase 1 (TDP1): qHTS in cells in absence of CPT | DT40 Tdp1-/- hTDP1 cells, no CPT, ATP luminescence, 48 h | Potency, µM (highest dose often 46.2 µM), inactives show top-dose activity change, negative = growth inhibition, most hits filed as inhibitors | 15% of 420,000 active; note: nearly all actives have a fitted effect of over 55% in size
#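 Seeded 400 DT40-hTDP1 cells/well (vehicle DMSO, no 20 nM CPT); pinned compounds; ≥48 hr at 37 °C; CellTiter-Glo luminescence as viability measure.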
# TDP1 block: TDP1 (human) enzyme inhibition; Q9NUW8; Potency, µM (doses to about 130 µM), for the others: at the highest dose activity change, negative = inhibition, hits mostly inhibitors; 0.28% of 350,000 active; recombinant TDP1, AlphaScreen DNA substrate cleavage; note: nearly all actives have a fitted effect of over 40% in size
# Target sequence (Q9NUW8 whole entry, looked up): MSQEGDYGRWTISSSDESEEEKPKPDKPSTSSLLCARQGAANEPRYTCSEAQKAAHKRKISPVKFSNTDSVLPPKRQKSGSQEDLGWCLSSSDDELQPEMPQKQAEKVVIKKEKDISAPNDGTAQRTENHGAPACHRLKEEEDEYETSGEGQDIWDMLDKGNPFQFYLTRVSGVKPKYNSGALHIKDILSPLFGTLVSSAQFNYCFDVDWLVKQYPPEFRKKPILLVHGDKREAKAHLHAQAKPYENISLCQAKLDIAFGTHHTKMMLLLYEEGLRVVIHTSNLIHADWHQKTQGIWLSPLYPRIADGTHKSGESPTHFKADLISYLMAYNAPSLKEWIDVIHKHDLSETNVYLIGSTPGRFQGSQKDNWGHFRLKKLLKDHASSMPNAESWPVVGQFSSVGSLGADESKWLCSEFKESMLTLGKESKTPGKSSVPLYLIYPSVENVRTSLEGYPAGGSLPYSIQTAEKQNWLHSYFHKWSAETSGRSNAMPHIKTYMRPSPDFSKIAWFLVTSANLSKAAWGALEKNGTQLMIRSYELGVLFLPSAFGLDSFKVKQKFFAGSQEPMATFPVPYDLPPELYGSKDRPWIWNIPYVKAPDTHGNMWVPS
#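 AlphaScreen read-out: signal falls as enzyme removes the 3' tyrosine-FITC from a 5'-biotinylated DNA oligo (15 nM, 5 min, RT). Enzyme was E. coli-made recombinant Tdp1 at 1 nM, exposed to compound for 15 min beforehand; beads 10 ug/ml, 10 min.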
# TDP1 cell CPT: growth inhibition of DT40 Tdp1-/-;hTDP1 cells with camptothecin (screen for TDP1 inhibitors). chicken DT40 Tdp1-/-;hTDP1 cells + 20 nM CPT, ATP luminescence, 48 h. Potency, µM (top dose mostly 46.2 µM), for the others: at the highest dose activity change, negative = growth inhibition, most hits filed as inhibitors. 12% of 420,000 active. AID 686979; note: nearly all actives have a fitted effect of over 55% in size
#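 Chicken DT40 Tdp1-/- cells complemented with human TDP1, 400 cells/well, exposed to compounds plus 20 nM camptothecin for at least 48 h at 37 C; viability read as ATP content by CellTiter-Glo luminescence.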
# The depositor's hits bear a star; ? = inconclusive; . = no result given; & = joins results of further samples; [ ] = remark or other dose. Calls come from the whole dose curve; as a rule, active = well fitted curve in the direction sought with a large enough effect; inconclusive = small, poorly fitted or top-dose-only effect, or another doubt; inactive = no such curve, though single readings can be large; an effect the other way counts as inactive or inconclusive. % is set by controls: 0 for no effect and ±100 for the full control effect; potency is the fitted concentration of half-maximal effect.
smiles	TDP1 cell noCPT	TDP1 block	TDP1 cell CPT
CCc1ccc(NC(=O)CN2C(=O)C(c3ccccc3)=NC23CCCCCC3)cc1	?	2.5%	?
NC1=NC[C@@H](Cc2ccc(O)cc2)N1CC1CCCCC1	?	-3.8%	?
CCOc1ccc(CNC(=O)Cn2c(=O)c3cccn3c3cccnc32)cc1	-26.2%	-10.3%	-11.6%
CCOc1ccc(NC(=S)N2C3CCCC2CC(NC(=O)C2CC2)C3)cc1 (stereo not drawn)	0.2%	-3.0%	0.0%
COc1ccc(-c2cc3nc(C)c(CCC(=O)N4CCN(c5cccc(Cl)c5)CC4)c(C)n3n2)c(OC)c1	5.8µM*	0.0%	2.59µM*
Cc1cc2c(cc1C)CSC(c1ccccc1OC(=O)C(C)(C)C)SC2	?	0.7%	?
OC(CNCC1CCCO1)Cn1c2ccc(Br)cc2c2cc(Br)ccc21 (stereo not drawn)	18.4µM*	-3.3%	?
O=C(CSc1nnc2ccccn12)N1CCc2ccccc2C1	-13.2%	-2.1%	-13.7%
CC1=NC(C#N)=C(C#N)NC(C)(C)C1	-5.4%	2.6%	2.2%
Cc1nc2ccccc2n1CC(O)COC1CCCCC1 (stereo not drawn)	20.6µM*	2.5%	18.4µM*
CCOc1ccc(NC(=O)CN(C)CC(=O)Nc2cc(Cl)ccc2C#N)cc1OCC	?	1.8%	?
CCC(=O)Nc1nnc(-c2ccncc2)s1	-7.4%	-1.5%	-11.5%
Cc1ccc(S(=O)(=O)N2CCCCC2C(=O)N(C)c2ccccc2)cc1 (stereo not drawn)	14.6µM*	.	16.4µM*
O=C(CCNC(=O)c1ccccc1Cl)NCC(c1ccco1)N1CCCC1 (stereo not drawn)	-14.9%	.	8.1%
CN(C)C(=O)C#Cc1ccccc1	-18.4%	-2.4%	1.7%
COc1cccc(C(=O)Oc2ccc(/C=N/NC(=O)c3ccncc3)cc2OC)c1	-21.0%	.	-13.7%
Cc1ccc(C(=O)NCC(=O)NCC(=O)OCC(=O)c2ccc([N+](=O)[O-])cc2)cc1	23.1µM*	1.0%	23.1µM*
Nc1ccc(C2CCCc3nonc32)c2nonc12 (stereo not drawn)	-26.3%	-3.3%	11.4%
Cc1ccc(S(=O)(=O)Cc2nnnn2-c2ccccc2)cc1	5.9%	1.4%	-4.8%
Cc1cccc2sc(N(CCCN(C)C)C(=O)CCc3ccccc3)nc12	?	5.3%	25.9µM*
Cc1nc(SCC(=O)N(C)Cc2ccco2)c2c(C)c(C)sc2n1	?	3.2%	16.4µM*
CCc1nc2ccc(C(=O)N(C)CC(=O)Nc3cccc(F)c3)cc2nc1CC	?	-9.3%	?
COc1ccc(/C(N)=N/OC(=O)c2ccc3ccccc3c2)cc1OC	?	.	?
Cc1ccc2nc3[nH]c(=O)[nH]c(=O)c3c(N)c2c1	8.2µM*	.	?

# Among those listed so far, these contain an aryl methoxy group.
smiles	TDP1 cell noCPT	TDP1 block	TDP1 cell CPT
COc1ccc(-c2cc3nc(C)c(CCC(=O)N4CCN(c5cccc(Cl)c5)CC4)c(C)n3n2)c(OC)c1	5.8µM*	0.0%	2.59µM*
COc1cccc(C(=O)Oc2ccc(/C=N/NC(=O)c3ccncc3)cc2OC)c1	-21.0%	.	-13.7%
COc1ccc(/C(N)=N/OC(=O)c2ccc3ccccc3c2)cc1OC	?	.	?

# Continued.
smiles	TDP1 cell noCPT	TDP1 block	TDP1 cell CPT
Nn1c(SCc2c(F)cccc2F)nnc1-c1ccccn1	-24.8%	3.6%	2.2%
O=C(COC(=O)c1ccc(F)c(S(=O)(=O)N2CCOCC2)c1)NCc1ccc2c(c1)OCO2	5.8%	1.6%	-23.0%
Cc1ccc(CNC(=O)CSc2c3c(nc4cc(Cl)ccc24)CCCC3)o1	?	4.5%	?
CC1(C(=O)O)COC(c2ccc([N+](=O)[O-])cc2)OC1 (stereo not drawn)	-16.6%	0.0%	-3.5%
COc1cc2c(cc1O)CC[C@@H]1[C@@H]2CC[C@]2(C)[C@@H](O)CC[C@@H]12	4.61µM*	8.7%	1.84µM*
CCN(CC)CCNCc1cc(Br)ccc1OCC(=O)NCc1ccccc1	1.4%	2.7%	-1.7%
CCc1ccc(NC(=O)Cn2nc(C)c([N+](=O)[O-])c2C)cc1	-5.7%	5.1%	-26.0%
COc1cc(C(c2c(C)[nH][nH]c2=O)c2c(C)[nH][nH]c2=O)ccc1OCc1ccc([N+](=O)[O-])cc1	?	9.8%	?

# Gathered by group, those above containing two or more sulfur atoms.
smiles	TDP1 cell noCPT	TDP1 block	TDP1 cell CPT
Cc1cc2c(cc1C)CSC(c1ccccc1OC(=O)C(C)(C)C)SC2	?	0.7%	?
Cc1nc(SCC(=O)N(C)Cc2ccco2)c2c(C)c(C)sc2n1	?	3.2%	16.4µM*

# Three structures already listed, arranged by molecular weight, lowest first:
smiles	TDP1 cell noCPT	TDP1 block	TDP1 cell CPT
CC1(C(=O)O)COC(c2ccc([N+](=O)[O-])cc2)OC1 (stereo not drawn)	-16.6%	0.0%	-3.5%
CCc1ccc(NC(=O)Cn2nc(C)c([N+](=O)[O-])c2C)cc1	-5.7%	5.1%	-26.0%
Nn1c(SCc2c(F)cccc2F)nnc1-c1ccccn1	-24.8%	3.6%	2.2%

# Carrying on.
smiles	TDP1 cell noCPT	TDP1 block	TDP1 cell CPT
Cc1cccc(NC(=O)Cn2c(=O)n(CC3CCC(C(=O)NCCc4ccccc4)CC3)c(=O)c3ccccc32)c1 (stereo not drawn)	?	0.0%[12.3 µM]	18.4µM*
COc1c(N)c2ccccc2[nH]c1=O	4.7%	3.3%	24.5%
O=C(Nc1nc(-c2ccc(S(=O)(=O)N3CCCC3)cc2)cs1)C1COc2ccccc2O1 (stereo not drawn)	7.31µM*	6.2%	9.2µM*
CCN1CCN(C(=O)CN(CC)S(=O)(=O)c2ccc(Cl)cc2)CC1	-1.9%	1.0%	-17.7%
COc1ccc(C2=COc3ccccc3C(=O)N2)cc1	-15.2%	3.6%	-0.3%
CCN(CC)C(=O)CN(C)S(=O)(=O)c1cccc2nsnc12	0.1%	6.8%	-2.7%
Cc1ccc(-c2ccc(=O)n(CC(=O)Nc3cccc(C(=O)N4CCN(C)CC4)c3)n2)cc1	-13.8%	5.9%	-3.2%
Cc1ccc(S(=O)(=O)N(C)C)cc1NC(=O)Nc1ccccc1F	-23.6%	-2.9%	0.2%
CN(C)CCCNc1nc2cc(-c3ccccc3)sc2c(=O)n1C	20.6µM*	.	20.6µM*
O=C(COC(=O)c1c2ccccc2cc2ccccc12)Nc1ncc(C(F)(F)F)cc1Cl	12.4%	?	1.2%
Cc1ccc(NC(=O)CSCC(=O)N(C)Cc2ccc(Cl)c(Cl)c2)cc1	-6.7%	-5.3%	-6.6%
CCN(CC(=O)Nc1ccc(C)c(F)c1)CC(=O)NC(C)C	-25.8%	1.3%	-1.2%
CN1C(=O)CC(c2ccccc2)C1=O (stereo not drawn)	?	.	-2.8%&-19.9%
C=CCN1c2ccccc2[C@]23C[C@@H](C(=O)OC)N(C(C)=O)C2=NC(C(=O)OC)=C(C(=O)OC)[C@H]13	-10.6%	8.3%[12.3 µM]	-10.8%
CC(=O)NN1C(=O)/C(=C\c2ccc(O)cc2)SC1=S	-28.5%	3.6%	-9.1%
COc1ccc(OCc2cccc(C(=O)Nc3cc(C)on3)c2)cc1	-19.6%	3.2%	-25.2%
CCN(CC)CCN(Cc1cc2cc3c(cc2[nH]c1=O)OCCO3)C(=S)NC	-21.3%	.	?
O=C(O)COc1ccc(S(=O)(=O)N2CCCC2)cc1	25.9%	.	-17.2%
C(=NN=C1c2ccccc2-c2ccccc21)c1ccc2c(c1)OCO2	-24.5%	.	?
COc1ccc(-c2csc(N(CC3CCCO3)C(=O)c3ccc(C)cc3)n2)cc1 (stereo not drawn)	23.1µM*	-2.5%	25.9µM*
CCOC(=O)C(=O)NN=C(c1ccccc1)c1ccccc1	-10.5%	7.5%	-12.4%
CCOC(=O)c1c(NC(=O)Cn2c(C)nc3ccccc32)sc2c1CCC2	11.6µM*	6.2%	20.6µM*
COC1C/C(=N\O)C2OC(c3ccccc3)OCC2O1 (stereo not drawn)	?	0.0%	2.3%
COc1cc(NC(=O)c2cccs2)c(OC)cc1NC(=O)CCC(=O)Nc1ccc2ncccc2c1	?	1.2%	?
CC(C(=O)NCCN1CCOCC1)c1ccc([N+](=O)[O-])cc1 (stereo not drawn)	17.9%	8.2%	-23.0%
COc1cnc(-c2ccccc2)c(-c2ccccc2)n1	?	.	2.2%
CCCSc1ccc([C@H]2N[C@@](Cc3ccccc3)(C(=O)OC)[C@H]3C(=O)N(CC)C(=O)[C@@H]23)cc1	18.4µM*	-0.6%	18.4µM*
Cc1ccc(S(=O)(=O)NCC(=O)N2CCC(C)CC2)cc1	-13.4%	2.9%	-8.2%
Cc1ccc(NC(=O)c2cnc(SCC(=O)NCC3CCCO3)n(C)c2=O)cc1C (stereo not drawn)	23.1µM*	.	20.6µM*
CCCc1cc(=O)n2[nH]c(NCc3ccc(Cl)cc3Cl)nc2n1	-20.9%	6.8%	-5.3%
Cc1ccccc1OCC(=O)Nc1ccc(C(N)=O)cc1	5.8%	2.2%	2.8%
CCCC1CCC(C(=O)Nn2cnc3ccccc3c2=O)CC1 (stereo not drawn)	-22.0%	3.4%	-14.6%
CC(=O)c1ccc(S(=O)(=O)N2CCn3cccc3C2c2ccccc2F)cc1 (stereo not drawn)	-43.7%	7.8%	?
CC(=O)Nc1cc(-c2ccc(Cl)cc2)[nH]n1	?	4.8%	?
CCNC(=O)C1CCCN(C(=O)c2ccc(OC)cc2)CC1 (stereo not drawn)	-3.9%	.	-0.3%
Cc1nnc(NC(=O)c2ccc3ccccc3c2)s1	17.2%	0.4%	-15.1%
Cc1nc(N2CCN(S(=O)(=O)c3ccccc3C#N)CC2)c2c(-c3cccs3)csc2n1	20.6µM*	0.0%	?
CC(=O)Nc1ccccc1-c1nc2ccc(C(=O)N3CCN(c4ccccc4)CC3)cc2[nH]c1=O	-20.9%	0.0%	-16.7%
Cc1nc2ccccc2n1C(C)c1ccccc1 (stereo not drawn)	?	.	-25.5%
COc1ccc(NC(=O)CSc2nnc(NC(=O)c3ccc(S(=O)(=O)N4CCOCC4)cc3)s2)cc1	-14.0%	2.2%	-8.8%
O=C(COC(=O)c1ccc2c(c1)C(=O)N(Cc1ccncc1)C2=O)Nc1ccccc1[N+](=O)[O-]	-10.7%	2.8%	-22.9%
CC(C)(C)NC(=O)C(c1ccncc1)N(C(=O)CNC(=O)c1ccco1)c1ccc2c(c1)OCO2 (stereo not drawn)	1.1%	.	4.9%
O=C(Nc1cccc(C(=O)N2CCN(c3ccccc3)CC2)c1)c1ccco1	-24.0%	3.4%	-23.1%
Cc1cc(C(=O)Cn2nc(C(=O)O)c3ccccc3c2=O)c(C)n1-c1ccc(OC(F)F)cc1	?	0.0%	?
O=C(c1ccco1)N1CCC2(CCCN(c3ncccn3)C2)CC1	-15.4%	.	-4.9%
Cc1ccccc1-c1cc2c(c3c1ccn3C)C1CCC2C1 (stereo not drawn)	-21.1%	.	-21.7%
Cn1c(NC(=S)Nc2ccccc2)nc2ccccc21	1.64µM*	6.9%	1.64µM*
CC(C)(C)C1CCC(=NNc2ncc(C(F)(F)F)cc2Cl)CC1 (stereo not drawn)	-25.5%	3.4%	-4.8%
Cc1ccc(CN2CCN(/N=C/c3ccc(N(C)C)cc3)CC2)cc1	?	5.0%	-22.3%
Cc1ccn(CC(=O)N/N=C/c2cc([N+](=O)[O-])ccc2O)n1	?	8.0%	?
O=C(COC(=O)/C=C/c1ccc(OC(F)F)cc1)NCCN1C(=O)CSC1=O	-29.6%	2.7%	-1.0%
CCCOC(=O)c1ccc(NC(=O)c2nc3nc(C)cc(C)n3n2)cc1	?	3.8%	0.4%
O=C(NCc1ccc(F)cc1)C1CCCN(c2ncnc3onc(-c4ccc(F)cc4)c23)C1 (stereo not drawn)	16.4µM*	2.1%	20.6µM*
CC1=NC2(CCCc3c2no[n+]3[O-])N(O)C1(C)C (stereo not drawn)	-12.0%	2.1%	?
Cc1cc(Nc2cc(Cl)ccc2C)n2nc(-c3ccccc3)nc2n1	?	.	?
CCN(CC)S(=O)(=O)c1ccc2[nH]c(=O)cc(C(=O)Nc3ccccc3N3CCOCC3)c2c1	10.8%	-0.4%	1.6%
COc1ccc(C2c3ccsc3CCN2C(=O)C(C)(C)C)cc1 (stereo not drawn)	?	1.3%	?
COc1ccccc1NC(=O)Cn1c(C)cc(=O)c2cccc(OC)c21	4.61µM*	0.0%	2.91µM*
Cc1ccc(NC(=O)COc2ccccc2[N+](=O)[O-])nc1	?	2.9%	2.2%

# Bioassay records: PubChem, National Center for Advancing Translational Sciences (NCATS)
